Screening data as filed in PubChem BioAssay.
GPR55 beta-arrestin: GPR55 agonists via beta-arrestin recruitment, primary screen, imaging, U2OS cells, beta-arrestin-GFP redistribution (AID 1961). U2OS GPR55 beta-arrestin-GFP redistribution imaging; higher % means a stronger effect. activation, % at 10 µM, or EC50 in µM where a hit was titrated. 290,000 tested, 0.048% active;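 active means activation above 40% with more than 50 cells counted in the well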;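 further: U2OS osteosarcoma cells stably expressing GPR55 and beta-arrestin-GFP; plate controls were DMSO negative control for no effect and LPI positive control for full effect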
HEK293 NOD2/NF-kB: NOD2 signaling inhibitors, cell-based, luminescence, uHTS, HEK293 (AID 1566) | HEK293 NOD2/NF-kB luciferase reporter, luminescence; higher % means a stronger effect | inhibition, % at 4 µM, or EC50 in µM where a hit was titrated | 290,000 tested, 0.63% active; further: many of its hits are not listed in these tables
P. falciparum M17LAP: P. falciparum M17LAP inhibitors, primary screen, biochemical, fluorogenic H-Leu-NHMec substrate, 1536-well (AID 1619). 220,000 tested, 0.38% active. inhibition, % at 30 µM, or IC50 in µM where a hit was titrated. recombinant M17LAP, H-Leu-NHMec fluorogenic kinetic assay; higher % means a stronger effect;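 active means compound inhibiting the enzyme by more than half at any dose during confirmatory dose-response retesting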;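 further: plate controls were full reaction with DMSO carrier for no effect and no enzyme background for full effect; strong numbers were not always called active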
KOR beta-arrestin-1: KOR agonists, beta-arrestin recruitment, primary screen, cell-based, luminescence, uHTS (AID 1777) | activation, % at 10 µM; hits with a dose series show EC50 in µM | KOR beta-arrestin recruitment, luminescence; higher % means a stronger effect | Kappa-type opioid receptor (Homo sapiens) | 280,000 tested, 0.02% active; in the data active means activation above about 50%, passing the limit was not always enough; further: a part of the inactive calls stands beside numbers as strong as those of hits
M1AAP inhibition: P. falciparum M1AAP inhibitors, biochemical, fluorogenic H-Leu-NHMec substrate, 1536-well (AID 1445). 220,000 tested, 0.42% active. recombinant M1AAP, H-Leu-NHMec fluorogenic kinetic assay; higher % means a stronger effect. Aminopeptidase N (Plasmodium falciparum (isolate 3D7)). inhibition, % at 30 µM; hits with a dose series show IC50 in µM;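 active means primary inhibition above the hit cutoff, then over 50% inhibition at one or more dose response concentrations, cut at about 23% in these data, passing the limit was not always enough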;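 further: plate controls were DMSO full reaction for no effect and no enzyme background for full effect; strong numbers were not always called active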
Dynein transport: inhibitors of GR-EGFP nuclear translocation, primary screen, dynein cargo transport inhibitor project, imaging, high-content, 3617.4 mouse cells. z-score, hits read low. 220,000 tested, 0.47% active. test concentration mostly 20 µM; stimulated with dexamethasone, 1 µM; active compounds read low;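 active means plate z-score of nuclear minus cytoplasmic receptor signal below a set negative limit, without overly bright fluorescence or cell loss, cut at about -3.5 in these data, passing the limit was not always enough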;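 further: z-score of nuclear minus cytoplasmic ring GR-EGFP intensity difference per well; some compounds called inactive have numbers as strong as hits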
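Buffer or medium: tetracycline-free induction medium containing charcoal-stripped FBS / Reagent: dexamethasone agonist, 1.0 µM final, for 30 min / Technique: automated 10x imaging of fixed Hoechst-stained cells / Times: induction 48 h, compound 1 h, agonist 30 min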
AID2073: inhibitors of Mint1-CaV2.2 protein interaction, biochemical, HTRF (AID 2073); inhibition, % at 20 µM, or IC50 in µM where a hit was titrated; HTRF protein-protein interaction, Mint1-CaV2.2; higher % means a stronger effect; 290,000 tested, 0.19% active; in the data active means inhibition mostly above about 51%, no sharp cut-off; further: some results filed as inactive read as strong as hits
KOR beta-arrestin-2: KOR antagonists, beta-arrestin recruitment, cell-based, luminescence, uHTS (AID 1778) | KOR beta-arrestin recruitment, luminescence, antagonist mode; higher % means a stronger effect | inhibition, % at 10 µM; hits with a dose series show IC50 in µM | 290,000 tested, 0.091% active; further: strong numbers were not always called active
NOD1 NF-kB reporter: NOD1 signaling inhibitors, primary screen, cell-based, luminescence, uHTS (AID 1578); NOD1-driven NF-kB luciferase reporter cells, luminescence; higher % means a stronger effect; inhibition, % at 4 µM, or EC50 in µM where a hit was titrated; 290,000 tested, 1% active; in the data active means inhibition mostly above about 36%, no sharp cut-off; inactive means mostly below about 34%;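 further: HEK-293T reporter cells stimulated with the NOD1 agonist gamma-tri-DAP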
Dynein transport cytoplasmic EGFP: recorded beside Dynein transport, whose call it bears; z-score; measured here: cytoplasmic GR-EGFP intensity; active compounds read high
Dynein transport nuclear GR-EGFP: also measured in Dynein transport; calls as there; z-score; measured here: nuclear GR-EGFP intensity;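 lower value marks the stronger effect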
Dynein transport cell count: further read-out of Dynein transport, marked with its call; z-score; measured here: cell count per field
* hit, by the source's call; · = not tested or not shown; [ ] = dose if it differs, or a comment. Unless noted, no stated cut-off is given here; in the data, active means inhibition above about 50%; inactive means the rest.

SMILES	GPR55 beta-arrestin	HEK293 NOD2/NF-kB	P. falciparum M17LAP	KOR beta-arrestin-1	M1AAP inhibition	Dynein transport	Dynein transport cytoplasmic EGFP	Dynein transport nuclear GR-EGFP	Dynein transport cell count	AID2073	KOR beta-arrestin-2	NOD1 NF-kB reporter
CC(C(=O)OCC(=O)Nc1ccc2c(c1)OCO2)N1C(=O)c2ccccc2C1=O (stereo not drawn)	-0.1%	22.3%	-4.5%	2.5%	-3.2%	-0.252	-0.223	-0.285	0.822	-4.1%	-38.3%	0.6%
CN(C)CC(O)CN1C(=O)N(CN2C(=O)N(CC(O)CN(C)C)C(=O)C2(C)C)C(C)(C)C1=O (stereo not drawn)	-0.2%	-2.4%	3.3%	-2.6%	2.3%	-0.321	-0.224	-0.0714	-0.237	8.2%	-0.3%	-47.1%
O=C(O)Cn1cnc2sc3c(c2c1=O)CCCC3	0.3%	1.7%	30.1%	·	2.1%	1.09	-0.147	0.803	-1.01	-5.4%	2.6%[20 µM]	-22.6%
O=C(COC(=O)C1(c2ccc(F)cc2)CCCC1)Nc1ncc(C(F)(F)F)cc1Cl	0.9%	0.5%	-1.6%	-0.8%	-0.7%	-0.238	-0.236	-0.00117	0.926	-4.8%	7.9%	-4.3%
CCCCN(Cc1ccccc1)S(=O)(=O)c1c(N)n(C)c(=O)n(C)c1=O	-0.1%	-6.5%	·	4.2%	·	·	·	·	·	-1.5%	1.9%	-10.5%
CN(Cc1ccon1)C(=O)c1ccc2nc(Cc3cccc(Cl)c3)oc2c1	-0.1%	13.7%	·	1.1%	·	·	·	·	·	12.1%	-6.4%	-2.5%
Cc1onc(-c2ccccc2)c1C(=O)N/N=C/c1ccccc1OC(C)C	-0.1%	4.4%	·	-4.6%	·	·	·	·	·	6.0%	41.2%	4.5%
CC(NC(=O)CCNC(=O)c1ccco1)c1ccc(F)cc1 (stereo not drawn)	-0.2%	2.1%	·	4.9%	·	·	·	·	·	6.0%	-53.5%	5.2%
COc1ccc(N=c2oc3c(OC)cccc3cc2C(=O)NCc2ccco2)cc1OC	-0.1%	5.2%	9.0%	-1.0%	6.6%	0.454	0.238	0.678	-0.653	33.1%	-154.6%	-7.3%
O=C(O)c1ccc(NS(=O)(=O)c2ccc3c(c2)C(=O)c2cc(S(=O)(=O)Nc4ccc(C(=O)O)cc4)ccc2-3)cc1	0.6%	12.4%	68.4%	0.3%	10.8%	-1.46	-0.154	-0.714	0.139	2.0%	-59.5%	-3.1%
O=C(c1ccc(N2CCCC2=O)cc1)N1CCN(c2ccccc2F)CC1	0.3%	4.5%	·	-2.5%	·	·	·	·	·	2.6%	46.0%	-24.8%
O=C(C[n+]1cc(-c2ccc(Cl)cc2)n2c1CCC2)N1c2ccccc2Sc2ccccc21	-0.5%	13.5%	-2.3%	-1.1%	0.1%	-0.000566	-0.184	0.304	-0.235	2.3%	46.2%	-22.8%
CCOC(=O)CC(=O)CSc1nc2ccc(OC)cc2cc1C	0.2%	15.3%	-7.8%	-4.9%	1.2%	-1.04	-0.414	-0.954	1.83	9.0%	-15.4%[20 µM]	-35.7%
COc1ccc(NC(=O)Nc2nnc(-c3ccccc3F)s2)cc1	-0.2%	-50.0%	-5.5%	1.3%	-1.0%	1.97	-0.257	1.17	-1.66	33.8%	-5.2%	-53.4%
O=C(Cn1cnc2ccccc21)c1ccc(Cl)cc1	-0.1%	-5.8%	·	1.5%	·	·	·	·	·	0.4%	-7.2%	8.1%
COc1cc(-c2nc(S(=O)(=O)c3ccccc3)c(N3CCOCC3)o2)cc(OC)c1OC	-0.2%	12.9%	1.4%	0.8%	9.1%	1.11	-0.178	0.545	0.0319	28.0%	8.8%	-6.1%
O=C(CN(C1CCCCC1)S(=O)(=O)c1ccccc1)NCc1ccco1	0.0%	5.6%	15.5%	-7.2%	-5.4%	0.368	-0.173	-0.135	-0.881	16.3%	23.0%	-19.5%
O=S(=O)(c1ccc(F)cc1)N1CCN(C(=S)NCc2ccccc2)CC1	-0.5%	2.1%	-5.7%	0.8%	3.9%	-0.409	-0.303	0.157	0.0175	-13.1%	17.5%	-37.7%
CS(=O)(=O)N(CC(=O)NCC1CCCO1)c1cc(Cl)cc(Cl)c1 (stereo not drawn)	-0.1%	3.8%	-10.9%	0.2%	5.9%	0.224	0.431	0.259	0.293	15.5%	8.0%	-3.7%
CCC(=O)NC(=S)Nc1ccc(NC(=O)COc2ccc(Cl)c(C)c2)cc1	1.1%	-12.7%	-7.5%	3.4%	10.3%	0.85	-0.231	0.407	-0.929	6.2%	17.3%	-15.8%
O=C(C1CCN(S(=O)(=O)c2cccc3nsnc23)CC1)N1CCN(c2ccccc2F)CC1	-0.2%	-6.5%	3.6%	0.6%	1.0%	-0.103	-0.332	0.0199	0.362	28.2%	-0.5%	-0.8%
CC(C)c1nc(NCCO)c(C#N)c2c1CCCC2	-0.3%	-6.4%	-1.1%	1.7%	1.4%	0.463	-0.295	0.159	0.165	2.4%	-44.7%	81.0%*
CCOC(=O)c1c(C2CC2)csc1NC(=O)COC(=O)c1cc(OC)c(OC)cc1[N+](=O)[O-]	-0.3%	4.3%	-5.8%	9.0%	19.8%	0.812	-0.185	0.771	-0.595	-2.5%	-0.2%	-39.9%
Cc1ccc(S(=O)(=O)N(C)C)cc1NC(=S)Nc1ccc2cn[nH]c2c1	1.0%	24.3%	-2.7%	3.4%	2.3%	-6.32	2.63	-2.1	-6.11	29.7%	-9.5%	8.3%
COC(=O)c1c(N(S(C)(=O)=O)S(C)(=O)=O)sc2c1CCN(c1ncc(C(F)(F)F)cc1Cl)C2	-0.1%	5.1%	4.7%	-1.5%	0.2%	-0.0243	-0.228	0.0962	0.242	24.3%	14.8%	12.2%
O=C(CC1S/C(=N/N=C/c2cccs2)NC1=O)Nc1ccccc1F (stereo not drawn)	-0.9%	21.1%	-0.2%	0.1%	5.0%	0.778	-0.353	0.841	-0.0984	10.5%	-13.6%	-22.1%
O=C(CCC(=O)N1CCN(S(=O)(=O)c2ccc(Cl)cc2)CC1)NCc1ccccc1	-0.3%	-13.7%	-19.0%	7.8%	2.7%	-0.697	-0.323	-0.808	1.09	3.8%	5.6%	-15.0%
Cc1cc(C)cc(NC(=O)NN2C(C)CCCC2C)c1 (stereo not drawn)	-0.2%	-2.7%	6.0%	-1.1%	3.9%	0.115	-0.355	0.728	0.0995	3.1%	-7.0%	-25.3%
O=C(NCc1ccccc1)c1ccc(S(=O)(=O)C(F)F)cc1	0.3%	2.5%	17.3%	7.1%	-4.3%	0.241	-0.176	0.549	1.79	-6.2%	-21.9%	-4.2%
COCCNC(=S)Nc1ccc2nsnc2c1	-0.2%	2.0%	7.1%	0.8%	3.7%	-0.116	-0.207	0.0663	-0.309	38.1%	-57.4%	-21.3%

Reformatted with values under each structure: four of the compounds above
Screens in order: GPR55 beta-arrestin, HEK293 NOD2/NF-kB, P. falciparum M17LAP, KOR beta-arrestin-1, M1AAP inhibition, Dynein transport, Dynein transport cytoplasmic EGFP, Dynein transport nuclear GR-EGFP, Dynein transport cell count, AID2073, KOR beta-arrestin-2, NOD1 NF-kB reporter
Cc1cc(C)cc(NC(=O)NN2C(C)CCCC2C)c1 (stereo not drawn)
    -0.2%, -2.7%, 6.0%, -1.1%, 3.9%, 0.115, -0.355, 0.728, 0.0995, 3.1%, -7.0%, -25.3%
O=C(CN(C1CCCCC1)S(=O)(=O)c1ccccc1)NCc1ccco1
    0.0%, 5.6%, 15.5%, -7.2%, -5.4%, 0.368, -0.173, -0.135, -0.881, 16.3%, 23.0%, -19.5%
CCC(=O)NC(=S)Nc1ccc(NC(=O)COc2ccc(Cl)c(C)c2)cc1
    1.1%, -12.7%, -7.5%, 3.4%, 10.3%, 0.85, -0.231, 0.407, -0.929, 6.2%, 17.3%, -15.8%
CCOC(=O)c1c(C2CC2)csc1NC(=O)COC(=O)c1cc(OC)c(OC)cc1[N+](=O)[O-]
    -0.3%, 4.3%, -5.8%, 9.0%, 19.8%, 0.812, -0.185, 0.771, -0.595, -2.5%, -0.2%, -39.9%

(further entries)
SMILES	GPR55 beta-arrestin	HEK293 NOD2/NF-kB	P. falciparum M17LAP	KOR beta-arrestin-1	M1AAP inhibition	Dynein transport	Dynein transport cytoplasmic EGFP	Dynein transport nuclear GR-EGFP	Dynein transport cell count	AID2073	KOR beta-arrestin-2	NOD1 NF-kB reporter
O=C(Cn1cnc2ccc(Cl)cc2c1=O)c1cccs1	-0.1%	8.6%	-10.0%	2.6%	8.6%	0.131	-0.212	-0.588	-0.461	1.8%	-15.3%	0.8%
Cc1nc2c(C)cccc2cc1C(=O)N/N=C/c1ccc(C(=O)O)cc1	0.0%	19.2%	13.7%	-2.8%	5.1%	-0.681	-0.374	-0.366	0.664	39.1%	-57.4%[20 µM]	-21.1%
COc1ccccc1CCNS(=O)(=O)c1cn(C)c(=O)n(C)c1=O	-0.1%	3.1%	7.2%	1.3%	-3.3%	-0.589	-0.287	0.317	0.129	31.6%	-16.4%	3.4%
O=C(NC1CCCCCC1)c1cc(-c2ccccn2)nc2ccccc12	0.1%	21.5%	-2.9%	1.1%	2.3%	0.00108	-0.362	-0.233	0.248	-2.8%	-28.2%	-0.7%
COc1cc(C(=O)Nc2c(C)cc(C)cc2C)c([N+](=O)[O-])cc1OC	0.2%	6.9%	-3.4%	10.3%	6.9%	-0.682	-0.312	-0.477	0.848	-2.2%	5.6%	-19.6%
CCCCN(C)C(=O)C1CCC(CNS(=O)(=O)c2ccc3c(c2)CC(C)N3C(=O)C2CC2)CC1 (stereo not drawn)	-0.4%	10.1%	·	4.9%	·	·	·	·	·	4.2%	-5.1%	0.6%
C=CCN1C(=O)C(CC(=O)Nc2ccc(OCCC)cc2)N(CCCN2CCN(Cc3ccccc3)CC2)C1=S (stereo not drawn)	0.1%	-1.3%	-3.1%	-1.9%	-7.0%	0.011	-0.171	0.182	-0.176	0.5%	26.6%	-37.6%
CCOC(=O)/C(=N\Nc1cc(C(F)(F)F)ccc1Cl)N(CC)CC	0.0%	-19.3%	4.4%	-4.8%	7.2%	0.494	-0.0474	0.959	0.617	-3.4%	-11.9%	0.1%

Not all compounds are listed (hit frequency here may not be typical).
